CCHF vOTU inh – blocks the CCHF virus ovarian tumor domain protease; inhibition, % at 11.5 µM; 370,000 tested, 0.55% active; CCHFV vOTU protease, Pep-AMC fluorescence; AID 651958; in the data active = inhibition above about 30%; note: 0% = vehicle wells with enzyme and 100% = no enzyme wells
MazEF act – MazEF (E. coli) toxin RNase activation | P0AE70 | FAM/BHQ RNA-DNA oligo cleavage fluorescence, 5 h | activation, % at 20 µM | 350,000 tested, 0.32% active; in the data active = activation above about 50%
Target sequence (P0AE70 whole entry, looked up): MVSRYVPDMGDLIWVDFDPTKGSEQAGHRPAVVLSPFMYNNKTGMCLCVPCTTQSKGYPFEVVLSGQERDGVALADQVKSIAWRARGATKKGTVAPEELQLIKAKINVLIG
Rv3671c inh – Rv3671c (M. tuberculosis) protease inhibition | 320,000 tested, 0.048% active | inhibition, % at 5.96 µM | P9WHR9 | AID 2606; in the data active = inhibition above about 38%;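 note: extracellular domain of Rv3671c used as enzyme; 0% = enzyme with DMSO and 100% = no enzyme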
Target sequence (P9WHR9 whole entry, looked up, the tested form may be a part): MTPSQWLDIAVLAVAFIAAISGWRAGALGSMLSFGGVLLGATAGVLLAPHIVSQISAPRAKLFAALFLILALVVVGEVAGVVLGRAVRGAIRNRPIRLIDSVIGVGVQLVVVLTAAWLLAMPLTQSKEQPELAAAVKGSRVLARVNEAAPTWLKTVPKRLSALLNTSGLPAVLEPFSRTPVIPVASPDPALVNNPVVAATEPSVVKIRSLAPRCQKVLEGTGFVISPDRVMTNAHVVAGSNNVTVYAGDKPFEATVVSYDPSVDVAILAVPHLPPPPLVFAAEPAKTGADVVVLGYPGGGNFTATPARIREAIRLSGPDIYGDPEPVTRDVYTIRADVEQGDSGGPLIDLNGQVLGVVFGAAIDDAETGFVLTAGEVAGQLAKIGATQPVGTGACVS
PrPC TRFRET – reduces human prion protein on the cell surface. P04156. cell surface PrPC, TR-FRET read-out. inhibition, % at 13.8 µM. 370,000 tested, 0.43% active. AID 720596; in the data active = inhibition above about 24%; note: 0% = median of the test wells and 100% = reference compound wells
3CLpro inhibitor – SARS-CoV 3CLpro protease inhibition; P0C6X7; recombinant SARS-CoV 3CLpro, quenched FRET peptide cleavage; inhibition, % at 6 µM; 290,000 tested, 0.14% active; AID 1706; in the data active = inhibition above about 12%
VHR inh abs – inhibitors of human VHR1 phosphatase (DUSP3); P51452; recombinant VHR phosphatase, pNPP absorbance; inhibition, % at 13.3 µM; 290,000 tested, 0.52% active; in the data active = inhibition above about 50%; note: some compounds called inactive have numbers as strong as hits
Target sequence (P51452 whole entry, looked up): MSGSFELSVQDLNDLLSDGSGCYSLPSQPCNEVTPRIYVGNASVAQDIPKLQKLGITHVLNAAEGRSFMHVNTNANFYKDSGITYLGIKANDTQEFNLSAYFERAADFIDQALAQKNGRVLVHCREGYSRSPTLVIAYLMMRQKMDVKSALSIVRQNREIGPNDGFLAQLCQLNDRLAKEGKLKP
TcdB GH inh – blocks C. difficile toxin B glycohydrolase activity; 350,000 tested, 0.24% active; inhibition, % at 9.99 µM; AID 652162; TcdB glycohydrolase enzymatic assay, plate reader; P18177; in the data active = inhibition above about 10%
SSB-PriA inh – blocks PriA binding to SSB C-terminal tail; AlphaScreen SSBct-PriA binding, biotinylated peptide; inhibition, % at 33 µM; 430,000 tested, 0.6% active; in the data active = inhibition mostly above about 37%, no sharp cut-off; inactive = mostly below about 20%;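 note: plate controls were negative control peptide for no effect and reference peptide for full effect; strong numbers were not always called active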
Y pestis TopoI – Y. pestis Topo-I inhibition via cleavage products; Y. pestis Topo-I cleavage product accumulation, plate reader; 360,000 tested, 0.064% active; activity, % at 10 µM; in the data active = activity above about 50%, passing the limit was not always enough; note: inactives centre near 2
Vc quorum ag – induces V. cholerae light production without autoinducers | V. cholerae BH1578 lux reporter, luminescence, 6 h | activation, % at 18.7 µM | 350,000 tested, 0.16% active; in the data active = activation mostly above about 9.7%, no sharp cut-off; note: not every result past the cut was called active; inactives centre near 0; reference of the scale not given here
An asterisk follows results filed as active; i = inactive; x = not tested or not shown; & = joins results of further samples. Some of the compounds tested, so the mix of outcomes need not match the whole.

smiles	CCHF vOTU inh	MazEF act	Rv3671c inh	PrPC TRFRET	3CLpro inhibitor	VHR inh abs	TcdB GH inh	SSB-PriA inh	Y pestis TopoI	Vc quorum ag
Cc1ccc(-n2c(O)c(C=Nc3ccc(S(N)(=O)=O)cc3)c(=O)[nH]c2=O)cc1	10.1	-0.4	-1.4	5.2	10.5	23.3	0.4	7.7	1.1	1.0
CCOC(=O)C(NC(C)=O)(Nc1cccc(F)c1)C(F)(F)F (stereo unspecified)	0.7	9.1	7.5	-0.3	-1.6	22.1	x	-3.6	5.2	i
O=c1oc2c(-c3cccc(F)c3)cc(O)cc2s1	0.4	5.4	-14.9	-1.7	2.1	2.5	1.7	0.0&-17.7	-8.5	i
Cc1ccn2cc(-c3cc4ccccc4oc3=O)nc2c1	7.2	2.1	x	0.4	-2.0	18.5	9.8	2.1	15.9	-0.3
Cc1ccc(C)c(NC(=O)CC2Oc3ccccc3NC2=O)c1 (stereo unspecified)	-10.4	-13.5	-9.0	-1.8	-5.6	15.5	0.8	4.9	-3.0	-0.2
COc1ccc(C(=O)Cn2c(=N)n(C)c3ccccc32)cc1	20.6	3.8	-7.0	2.1	-8.8	-4.9	3.8	-1.0	9.4	-0.2
CCOCCCn1cc(C(=O)c2cc(Br)ccc2O)cc(C#N)c1=O	19.9	-13.1	-0.8	5.2	1.4	-21.0	-0.6	-6.6	3.1	i
CCOC(=O)CCCCNCc1ccccc1	0.5	3.4	5.4	2.2	0.1	44.8	x	-5.7	-1.2	-2.0
Clc1ccc(SCCOCCN2CCc3ccccc3C2)cc1	-4.6	-13.6	1.1	-8.7	2.1	24.3	2.2	-47.2	23.1	-0.4
CCOc1cc(C)nc(N2CCCC(C(=O)NCc3ccccc3F)C2)n1 (stereo unspecified)	-3.6	-2.6	-11.2	-1.3	-12.5	9.5	0.4	-2.2	6.8	-0.5
CS(=O)(=O)N1CCN(C(=O)Cc2ccc(Br)cc2)CC1	-4.0	4.0	10.6	-2.7	4.7	27.2	1.5	-5.0	7.7	-0.4
Cc1ccc(S(=O)(=O)NCc2ccccc2)cc1C(=O)N1CCN(S(=O)(=O)c2ccccc2)CC1	-14.9	-0.3	x	0.3	x	x	-1.8	-0.2	17.7	i
CC1=C(c2ccccc2)C=NNCC1=O	-13.5	8.7	x	14.5	x	x	-3.7	-0.2	-5.4	0.8
O=C(NCc1ccccc1OC(F)(F)F)C1CCC(=O)N(CCCN2CCOCC2)C1 (stereo unspecified)	2.6	7.3	x	3.0	x	x	1.3	x	6.5	i
CCN(c1ccc(N=Cc2c(O)n(Cc3ccc(OC)cc3)c(=O)c3ccccc23)cc1)C(C)C	5.4	-452.0	x	7.8	-5.9	-10.5	1.3	-2.9	4.2	-0.5
Cc1ccc(C2C(C#N)=C(N)Oc3cc(N)ccc32)cc1 (stereo unspecified)	2.6	12.9	-8.1	-16.9	4.2	24.0	1.1	6.6	-1.6	-0.5
COCCCn1c(-c2ccc(Cl)cc2)n[nH]c1=S	2.6	1.7	2.1	-3.0	-0.3	22.3	x	-10.4	-4.1	i
Cc1ccc(C(=O)N2CCN(S(C)(=O)=O)C2)cc1	-1.8	-1.2	-0.7	1.4	-3.0	3.1	x	9.8	6.4	-0.2
COc1cccc(CNC(=O)CCNC(=O)N2CCn3c2nc2ccccc23)c1	-15.5	8.1	0.2	4.5	2.8	11.4	1.0	0.2	0.3	0.0
O=C(NCc1ccc(F)cc1)C1CCCN(c2cnccn2)C1 (stereo unspecified)	11.6	6.9	9.9	-11.1	1.0	1.3	1.2	14.5	-3.6	-0.3
CCn1c(O)c(C=Nc2ccccc2)sc1=S	15.9	17.4	1.5	-8.6	5.2	7.2	2.9	-15.3	x	x
COc1ccccc1CNC(=O)[C@@H]1CCCN1S(=O)(=O)c1ccc(Cl)cc1	0.6	-0.6	5.4	-3.4	4.3	11.8	-1.3	-0.1	8.5	-0.6
O=C(O)CCN(CCC(=O)O)c1ccccc1	0.8	-1.5	2.9	-3.5	2.1	17.5	x	-14.4	6.9	5.0
CN(Cc1ccccc1)Cc1c(O)ccc2ccccc12	1.1	-10.8	-3.2	2.0	1.7	5.2	-0.2	-7.7	0.1	-0.8

Four structures already listed, ordered by SMILES length, descending.
smiles	CCHF vOTU inh	MazEF act	Rv3671c inh	PrPC TRFRET	3CLpro inhibitor	VHR inh abs	TcdB GH inh	SSB-PriA inh	Y pestis TopoI	Vc quorum ag
O=C(NCc1ccc(F)cc1)C1CCCN(c2cnccn2)C1 (stereo unspecified)	11.6	6.9	9.9	-11.1	1.0	1.3	1.2	14.5	-3.6	-0.3
Cc1ccc(C(=O)N2CCN(S(C)(=O)=O)C2)cc1	-1.8	-1.2	-0.7	1.4	-3.0	3.1	x	9.8	6.4	-0.2
CN(Cc1ccccc1)Cc1c(O)ccc2ccccc12	1.1	-10.8	-3.2	2.0	1.7	5.2	-0.2	-7.7	0.1	-0.8
O=C(O)CCN(CCC(=O)O)c1ccccc1	0.8	-1.5	2.9	-3.5	2.1	17.5	x	-14.4	6.9	5.0

(next part)
smiles	CCHF vOTU inh	MazEF act	Rv3671c inh	PrPC TRFRET	3CLpro inhibitor	VHR inh abs	TcdB GH inh	SSB-PriA inh	Y pestis TopoI	Vc quorum ag
CSc1ncccc1C(=O)OCC(=O)Nc1ccc2c(c1)OCO2	11.3	9.0	-3.9	5.5	-2.2	0.5	0.5	-13.3	1.5	0.2
Cc1ccc(C)c(S(=O)(=O)N2CCN(C(=O)c3ccccc3Cc3ccccc3)CC2)c1	-1.7	0.9	-0.9	55.3*	x	x	-0.8	-14.1	1.2	-14.3
NCCCCCC(=O)O	2.1	1.6	0.5	-2.8	x	x	0.9	-6.3	-6.4	-0.3
Nc1nc(NCc2ccco2)nn1-c1ccccc1	-10.5	-10.4	-1.2	3.7	4.1	33.9	x	-11.1	-9.7	-0.6
CN(C(=O)COC(=O)/C=C/c1ccc(Cl)c(Cl)c1)c1c(N)n(Cc2ccccc2)c(=O)[nH]c1=O	-12.6	-22.7	-8.2	-0.8	x	x	2.0	-3.2	16.8	-1.6
O=C(CNS(=O)(=O)c1ccc(Br)cc1)N1CCN(c2ccc(F)cc2)CC1	1.3	-1.2	4.9	-1.4	5.9	8.7	x	-3.5	16.5	0.5
O=C(COC(=O)c1cc(S(=O)(=O)N2CCOCC2)ccc1Cl)NCc1ccccc1	-8.3	-2.4	4.0	9.0	x	x	-1.6	-9.9	-2.4	2.7
Cc1ccc(C)c(C(=O)COC(=O)c2cc(Cl)nc3ccccc23)c1	14.6	-19.6	-2.1	9.2	7.2	0.1	-1.8	-9.5	3.7	-0.2
O=C1OC(N2C(=O)CC[C@H]2C(=O)NCC2CCCO2)c2ccccc21 (stereo partly specified)	12.9	7.3	-2.6	2.8	-1.3	12.7	0.4	-15.2	-6.2	-0.4
COc1cccc(OCCNc2cc(N3CCOCC3)ccc2[N+](=O)[O-])c1	3.9	5.3	-17.3	-5.4	3.6	-3.8	x	20.1	27.0	-0.2
COC(=O)c1ccc(COC(=O)C2CC(O)CN2S(=O)(=O)c2ccc([N+](=O)[O-])cc2)cc1 (stereo unspecified)	3.5	8.3	-6.1	-32.2	x	x	1.1	9.9	-7.6	i
C=CCn1c(-c2ccc(Cl)cc2)c[nH]c1=S	7.0	-3.9	0.8	6.3	2.9	21.9	x	-18.7	2.0	i
C#Cc1ccc(NC(=O)C2(C)CCN2C(=O)C2(c3ccccc3)CCCC2)cc1 (stereo unspecified)	0.7	x	x	-2.2	x	x	0.2	x	26.3	i
COc1cc(C(CCN2CCCC(C)C2)c2c(OC)cc(OC)c3c2OC(=O)CC3c2ccc(N(C)C)cc2)cc(OC)c1OC (stereo unspecified)	x	22.7	-8.9	x	x	14.9	x	69.9	7.8	-0.2
Cc1[nH]c2ccccc2c1C(=O)C(=O)Nc1ccc2c(c1)OCO2	-1.0	3.2	-2.3	10.8	1.5	25.3	1.1	10.0	0.5	i
N#C/C(=C/c1ccc(CNS(=O)(=O)c2ccccc2)o1)C(=O)NCc1ccccc1	4.3	-1.5	-2.1	-0.6	2.6	-7.9	0.3	2.8	-2.5	-0.2
c1ccc(CN2CCOCC2)nc1	14.9	3.0	x	-3.3	x	x	0.5	-6.8	-1.8	i
CCC1(C(N)=O)CC2C=CC1C2 (stereo unspecified)	1.4	5.6	x	3.5	x	x	0.7	-7.9	4.2	i
C=C(C)COc1ccc(-c2n[nH]c(C)c2-c2ccc(OC)c(OC)c2)c(O)c1	14.3	-0.5	10.2	3.5	3.2	13.3	0.1	12.6	3.1	-0.5
CCCCOc1cccc2c(=O)n(CC(=O)Nc3ccc4c(c3)OCCO4)ccc12	-1.8	x	x	0.9	x	x	0.1	x	3.2	-0.2
Cc1cc(Br)ccc1NC(=O)CN(C)C(=O)c1cc([N+](=O)[O-])ccc1N1CCOCC1	2.0	-5.3	1.7	-3.4	x	x	0.4	-0.8	3.1	i
CC1CC(C)CN(S(=O)(=O)CCNC(=O)c2ccccc2)C1 (stereo unspecified)	11.3	-0.2	5.5	-2.0	x	x	1.1	2.0&7.1	5.1	i
COc1ccc(NS(=O)(=O)c2cccc(C(=O)NNC(=O)c3ccc(=O)[nH]c3)c2)cc1	3.8	5.9	-7.7	0.4	x	x	1.3	-15.5	3.3	i
N#C/C(=C1\CCCN1)c1nc2ccccc2c(=O)[nH]1	10.5	-9.9	-8.3	3.6	-4.7	17.9	x	-13.4	2.0	-0.2
CC(Oc1ccc(Cl)cc1Cl)C(=O)Nc1ccc2oc(-c3ccncc3)nc2c1 (stereo unspecified)	-3.8	-7.2	2.8	3.1	4.5	-1.0	x	-1.1	9.3	-0.3
Cc1c(CC(=O)N2C[C@H]3C[C@@H](C2)c2cccc(=O)n2C3)c(=O)oc2c(C)c(O)ccc12	-187.1	8.6	-8.5	-4.2	1.0	8.4	2.9	x	0.7	-0.4
Cc1ccc(C(=O)OCC(=O)c2ccc(CC(=O)N3CCOCC3)s2)cc1C	2.6	5.6	-4.8	2.8	x	x	3.6	-4.1	31.7	1.2
Cc1ccc(C2C(C#N)=C(N)N(N(C)C)C3=C2C(=O)CCC3)cc1 (stereo unspecified)	3.2	-2.7	3.0	4.6	-5.1	5.4	x	-4.8	1.2	-0.4
COc1ccc(N2CC(C(=O)Nc3cccc(OC(C)C)c3)CC2=O)cc1 (stereo unspecified)	-13.1	4.9	4.4	-5.7	-0.6	11.8	1.3	0.0	8.5	-0.1
CCOc1ccc(N(CC(=O)Nc2cccc(F)c2)S(=O)(=O)c2c(C)noc2C)cc1	11.0	2.1	1.9	-0.5	2.7	45.9	0.8	-6.5	1.4	-0.2

High-throughput results from PubChem BioAssay.
